# Assay outcomes deposited in PubChem by several laboratories.
# PolyA inhibitor – inhibitors of polyadenylation in S. cerevisiae | AID 1875 | 300,000 tested, 0.02% active | S. cerevisiae SKY197-pL101 polyadenylation reporter, beta-gal luminescence; efflux-impaired pdr1/pdr3 knockout yeast; score 100 = 6 SD above DMSO | calls only at 12 µM;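 active means lowest replicate activity score at least 50, where 100 means six control SD above control mean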;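 further: yeast exposed to compound for 9 h at 30 °C; higher score means more reporter readthrough which indicates perturbed polyadenylation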
# Dyrk1A ADPGlo – inhibitors of rat Dyrk1A kinase | AID 504441 | inhibition, % at 12.5 µM | Q63470 | 310,000 tested, 0.43% active | ADP-Glo luminescence, NFATc1 peptide; in the data active means inhibition above about 50%;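 further: plate controls were vehicle with enzyme for no effect and no enzyme for full effect; many of its hits are not listed in these tables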
# RGS4 act – potentiators or activators of RGS4 | HEK293 M3R/inducible RGS4, carbachol calcium flux Fluo4; active compounds read low | B-score at 10 µM | 310,000 tested, 0.92% active | AID 463111;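 active means B-score of the integrated calcium signal more than 4 SD below the library mean, with starting fluorescence not abnormally high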;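 further: negative B-score means reduced calcium response which marks RGS4 activation or potentiation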
#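 Also added: carbachol at ECmax as muscarinic agonist stimulus; Assay system: HEK293 cells with stable M3R and inducible RGS4; Timing: overnight RGS4 induction, 30 min dye load 37 °C, 20 min compound RT; Measured by: Fluo4-AM (2 µM) calcium-flux fluorescence, kinetic read.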
# GSK3B inh – blocks human GSK3beta kinase activity; P49841; GST-GSK3beta kinase, ADP-Glo luminescence, 60 min; active compounds read low; activity score (negative = inhibition), % at 10 µM; 300,000 tested, 0.038% active; AID 2097;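 active means more than half of replicate wells score below -50%, meaning over 50% inhibition versus plate controls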;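 further: 0% = median DMSO wells and -100% = median GW8510 positive control wells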
#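 Test system: GST-tagged human GSK3beta kinase, cell-free; evaluation: activity score scaled between in-plate DMSO and GW8510 controls; measured by: ADP-Glo luminescence; incubation: 60 min reaction, RT; benchmarks: DMSO and 20 µM GW8510; reagent: peptide substrate plus 25 µM ATP (final); medium: Tris/MgCl2 kinase buffer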
# KCNQ1 block – human KCNQ1 channel inhibition; B-score at 10 µM; 310,000 tested, 1.3% active; CHO-K1 KCNQ1, FluxOR thallium flux fluorescence; active compounds read high;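 active means compounds whose thallium flux B-score, printed positive for inhibition, exceeds three library SD while starting fluorescence stays within three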;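 further: channel opened by potassium depolarization with thallium stimulus after 20 min compound exposure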
# KCNQ1 act – potentiates or activates the human KCNQ1 potassium channel. P51787. AID 2648. 310,000 tested, 0.35% active. CHO-K1 KCNQ1, thallium flux FluxOR fluorescence; active compounds read high. B-score at 10 µM;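 active means fluorescence ratio B-score, a plate-corrected score, at least three library SD, with initial intensity B-score within 5 SD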
#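 assay system = KCNQ1-transfected CHO-K1 cells | medium = assay buffer with matched DMSO | probe or stimulus = depolarizing K+/Tl+ stimulus, K2SO4 and Tl2SO4 each 12.5 mM in 5x stock | dosing = single dose | incubation = dye 90 min, compound 20 min, room temperature | detection = kinetic FluxOR fluorescence, 10 s baseline plus 110 s post-stimulus | evaluation = ratio B score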
# HDAC3 inhib – human HDAC3 inhibition; recombinant HDAC3, fluorogenic peptide/trypsin coupled, fluorescence; inhibition, % at 8.3 µM; 320,000 tested, 0.15% active; AID 2718; in the data active means inhibition above about 26%, passing the limit was not always enough
# Target sequence (O15379 whole entry, looked up): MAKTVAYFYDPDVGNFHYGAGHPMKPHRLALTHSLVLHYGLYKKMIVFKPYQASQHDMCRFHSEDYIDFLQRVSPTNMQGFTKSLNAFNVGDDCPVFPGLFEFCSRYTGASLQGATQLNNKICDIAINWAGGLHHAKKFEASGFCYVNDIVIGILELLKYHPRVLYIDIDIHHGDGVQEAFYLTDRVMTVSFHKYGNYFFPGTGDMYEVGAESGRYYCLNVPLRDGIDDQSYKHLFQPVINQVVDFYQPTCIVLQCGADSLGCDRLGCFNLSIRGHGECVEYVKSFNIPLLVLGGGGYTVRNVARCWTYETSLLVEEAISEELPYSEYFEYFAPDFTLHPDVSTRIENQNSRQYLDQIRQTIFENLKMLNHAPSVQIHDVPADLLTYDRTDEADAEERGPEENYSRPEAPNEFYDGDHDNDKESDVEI
# KCNK9 block – inhibitors of human KCNK9 two-pore domain potassium channel; AID 488922; 310,000 tested, 1.2% active; B-score at 10 µM; Q9NPC2; HEK293 KCNK9, FluxOR thallium flux fluorescence; active compounds read low;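 active means ratio B-score over 3 SD below the library mean, with starting fluorescence within 5 SD of its mean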;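 further: negative B-score means less thallium flux so channel inhibition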
# KCNK3 block – human KCNK3 channel inhibition, primary screen; O14649; CHO-KCNK3 thallium flux, FluxOR fluorescence; active compounds read low; B-score at 10 µM; 340,000 tested, 0.84% active; AID 602410;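 active means B-score under library mean minus 4 SD, starting fluorescence ratio at most library mean plus 5 SD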;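 further: more negative B-score means stronger inhibition of thallium flux through KCNK3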
# hERG rescue – hERG (human) protection from proarrhythmic block. Q12809. CHO-hERG, FluxOR thallium flux, dofetilide IC70 present. activation (rescue from dofetilide block), less the hit threshold, % at 10 µM. 310,000 tested, 0.51% active;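 active means activation above the mean of controls blocked by dofetilide plus 5 SD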;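 further: thallium influx through hERG after potassium depolarization seen as dye fluorescence rise; in these data hits start at about 4.7%; inactives centre near -7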
# GSK3A inh – blocks human GSK-3 alpha kinase. P49840. inhibition, % at 10 µM. 320,000 tested, 0.1% active. ADP-Glo luminescence, 60 min;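 in the data active means inhibition above about 50%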;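 further: GST-tagged GSK-3 alpha with peptide substrate and 25 µM ATP; 0% = DMSO neutral wells and 100% = GW8510 positive control wells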
# Target sequence (P49840 whole entry, looked up): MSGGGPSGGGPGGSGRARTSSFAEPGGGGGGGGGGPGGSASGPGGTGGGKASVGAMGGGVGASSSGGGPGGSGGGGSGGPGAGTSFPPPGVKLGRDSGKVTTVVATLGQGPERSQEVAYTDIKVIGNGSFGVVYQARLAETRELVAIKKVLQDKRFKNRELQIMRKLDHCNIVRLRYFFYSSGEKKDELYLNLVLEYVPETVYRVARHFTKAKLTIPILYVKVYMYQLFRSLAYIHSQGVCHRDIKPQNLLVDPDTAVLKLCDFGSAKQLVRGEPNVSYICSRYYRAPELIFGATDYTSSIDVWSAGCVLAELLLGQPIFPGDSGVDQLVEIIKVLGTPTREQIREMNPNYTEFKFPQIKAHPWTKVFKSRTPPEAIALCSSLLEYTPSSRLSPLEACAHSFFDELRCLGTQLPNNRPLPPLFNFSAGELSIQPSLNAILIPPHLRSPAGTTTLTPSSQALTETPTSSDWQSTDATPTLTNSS
# * marks the source's active call; other numbers are inactive results; i = inactive; . = not tested or not shown. These rows are one share of the data; count on the stated rates, not on these rows.
# Values in the order – PolyA inhibitor	Dyrk1A ADPGlo	RGS4 act	GSK3B inh	KCNQ1 block	KCNQ1 act	HDAC3 inhib	KCNK9 block	KCNK3 block	hERG rescue	GSK3A inh
COc1ccc(CCNC(=O)C2CCCN2C(=O)Nc2cccc(C(C)=O)c2)cc1OC (stereo unspecified)
 : i	1	i	.	i	i	-5	i	i	-9	1
CN(C)CCCNc1ccc(-c2cc(Nc3cccc(Cl)c3)ncn2)cn1
 : i	17	i	-86*	i	i	4	i	i	-19	36
CN(C)CCCN(C(=O)COc1ccc(Cl)cc1)c1nc2ccc(F)cc2s1
 : i	0	i	-3	i	i	2	i	i	-22	1
COc1ccc(C(C)(C)NC(=O)C2CCC(=O)N(CCCN3CCCC3=O)C2)cc1 (stereo unspecified)
 : i	-5	i	-1	i	i	1	i	i	-7	-1
CCc1nnc(NC(=O)C(C)N2C(=O)C3C4C=CC(C4)C3C2=O)s1 (stereo unspecified)
 : i	3	i	-2	i	i	-6	i	i	-3	0
COc1ccc(CC(=O)n2[nH]c(=O)cc(C)c2=O)cc1OC
 : i	.	i	0	i	i	8	i	i	-6	-5
CS(=O)(=O)N(Cc1ccc(Cl)cc1)c1ccc(C(=O)NCc2ccccn2)cc1
 : i	1	i	4	i	i	-12	i	i	-10	-4
CCCCCn1c(CN2CCN(CCO)CC2)nc2c1c(=O)n(C)c(=O)n2C
 : i	2	i	2	i	i	1	i	i	-8	-1
CCCc1[nH][nH]c(=O)c1C(c1ccccc1)C(C#N)C#N (stereo unspecified)
 : i	9	i	-1	i	i	-4	i	i	-14	4
O=C(NC1CC1)C1=C[C@@H](c2c[nH]c3ccccc23)C[C@@H](OCc2ccc(CO)cc2)O1
 : i	13	i	-6	i	i	7	i	i	-6	2
O=C(NC1CC(=O)N(c2ccc3c(c2)OCCO3)C1)N1CCC(O)CC1 (stereo unspecified)
 : i	-3	i	2	i	i	0	i	i	-12	-1
COC(C[C@H](O)CC(=O)[C@@H](C)OCc1ccccc1)OC
 : i	37	i	-9	i	i	-1	i	i	-5	0
CCOC(=O)CSc1n[nH]c(NC(=O)CC)n1
 : i	4	i	0	i	i	-2	i	i	-9	-1
C=CCNC(=O)C(C)N1C(=O)c2ccccc2C1=O (stereo unspecified)
 : i	-5	i	-3	i	i	0	i	i	-8	0
Cc1ccc(NC(=O)Cn2nnc(C(=O)NCc3ccco3)c2N)c(C)c1
 : i	4	i	-1	i	i	1	i	i	-3	-2
CCn1c(-c2nn(-c3ccccc3)ccc2=O)n[nH]c1=S
 : i	0	i	1	i	i	4	i	i	-4	1
CC(=O)NCC(=O)N(C)C(C(=O)Nc1ccc(C(C)C)cc1)c1ccccc1 (stereo unspecified)
 : i	-4	i	1	i	i	4	i	i	-3	-4
O=[N+]([O-])c1cccc(N(CC(O)CN2CCCC2)S(=O)(=O)c2ccccc2)c1 (stereo unspecified)
 : i	2	i	-1	i	i	-4	i	i	-10	-2
N#C/C(=C\c1ccc[nH]1)C(=O)NC1CC1
 : i	-1	i	1	i	i	2	i	i	-4	1
O=S(=O)(Cc1ccccc1)Oc1ccccc1
 : i	3	i	0	i	i	2	i	i	-6	-1
COc1ccc(CNC(=O)c2cc3c(s2)CN(Cc2ccccc2)C3)cc1
 : i	12	i	3	i	i	.	i	i	-12	.
COc1cccc(N2[C@@H](CC(C)=O)c3ccccc3S2(=O)=O)c1
 : i	-2	i	0	i	i	-10	i	i	-4	0
CC(OC(=O)CNC(=O)c1ccccc1F)C(=O)Nc1nc(-c2ccccc2)cs1 (stereo unspecified)
 : i	5	i	-2	i	i	-4	i	i	-4	-1
COc1cc([N+](=O)[O-])cc2cc(C(=O)N3CCCC3)c(=O)oc12
 : i	-2	i	2	i	i	2	i	i	-5	-6
Cc1c(NC(=O)c2ccc3c(c2)OCO3)c(=O)n(-c2ccccc2)n1C
 : i	0	i	0	i	i	-6	i	i	-2	-2
CC(C)c1ccc(-c2noc(C3CCCN(S(C)(=O)=O)C3)n2)cc1 (stereo unspecified)
 : i	-3	i	-4	i	i	-1	i	i	-6	-2
COc1cc(/C=C2/C(=O)NN(c3cccc(C)c3)C2=O)cc([N+](=O)[O-])c1O
 : i	4	i	2	i	i	7	i	i	-2	-1
CCN(CC)Cc1cc(C(C)=O)ccc1OCC(C)C
 : i	-6	i	7	i	i	-2	i	i	-9	-1
CC(C)C(C(=O)Nc1ccncc1)c1ccc(Cl)cc1 (stereo unspecified)
 : i	6	i	-1	i	i	6	i	i	-10	0
CCn1nnc(NC(=O)C(C)Oc2ccc(Cl)cc2Cl)n1 (stereo unspecified)
 : i	-1	i	-4	i	i	0	i	i	-10	0
Cc1cccc(Nc2nc(N)nc(CC(=O)CSc3ccc(Cl)cc3)n2)c1
 : i	.	i	-9	i	i	.	i	.	-7	.
CSc1nc(SC(C)C(=O)O)c2c3c(sc2n1)COC(C)(C)C3 (stereo unspecified)
 : i	24	i	3	i	i	.	i	i	-4	-4
COc1ccc(N2CCN(S(=O)(=O)c3ccc(Cl)c(C(F)(F)F)c3)CC2)cc1
 : i	-4	i	0	i	i	-3	i	i	-9	-5
Cc1ccc(/C=C/C(=O)N2CCN(c3ccc(F)cc3)CC2)o1
 : i	-2	i	1	i	i	0	i	i	-8	4
COc1ccc(NS(=O)(=O)c2ccc(NC(=S)NC(=O)c3ccc(Br)cc3)cc2)nn1
 : i	46	i	4	i	i	4	i	i	-6	-4
CCOC(=O)C1CN(c2cc3c(cc2F)c(=O)c(C(=O)O)cn3CC)OC1C(=O)OCC (stereo unspecified)
 : i	7	i	-2	i	i	6	i	i	-9	-7
CC(=O)NS(=O)(=O)c1ccc(NC(=S)Nc2ccccc2)cc1
 : i	.	i	1	i	i	1	i	i	-5	-1
Cc1cnc(NC(=O)CSc2ncc(-c3ccccc3)n2Cc2ccco2)s1
 : i	7	i	-1	i	i	-1	i	i	-11	-3
CCOC(=O)C1CCCN(C2CC(=O)N(c3ccc(NC(C)=O)cc3)C2=O)C1 (stereo unspecified)
 : i	-1	i	0	i	i	-3	i	i	-6	-8
CCNC(=O)COC(=O)CCNC(=O)c1ccc(Cl)cc1
 : i	0	i	1	i	i	2	i	i	-10	-4
CC1CCC(NC(=O)c2cnccn2)CC1 (stereo unspecified)
 : i	-7	i	2	i	i	2	i	i	-11	0
CC1CC(=O)N(CC(=O)NCc2ccc(F)cc2)c2ccccc2S1(=O)=O (stereo unspecified)
 : i	2	i	4	i	i	0	i	i	-8	1
O=C(NCc1ccccn1)c1ccc(Cn2c(=S)[nH]c3ccccc3c2=O)cc1
 : i	-4	i	-1	i	i	-1	i	i	-11	.
O=S(=O)(NCCSCc1ccc(Cl)c(Cl)c1)c1ccc2c(c1)OCCO2
 : i	1	i	1	i	i	-8	i	i	-3	-1
CCOc1ncccc1C(=O)OCC(=O)Nc1nnc(-c2ccccc2)o1
 : i	-11	i	5	i	i	0	i	i	-18	-1
Cc1cc(C)c(NC(=O)CCn2nnc3ccccc32)c(C)c1
 : i	1	i	0	i	i	-6	i	i	-11	0
CCCn1nc(NC(=O)c2ccncc2)c2cc3ccccc3nc21
 : i	-6	i	-1	i	i	7	i	i	-22	1
CCOC(=O)[C@@H]1[C@H]2COc3ccccc3[C@H]2N2C(=O)N(c3cccc(Cl)c3)C(=O)[C@@]12C
 : i	10	i	0	i	i	-10	i	i	-6	4
Cc1[nH]n(C(C)(C)C)c(=O)c1Sc1ccc(Cl)cc1
 : i	-2	i	1	i	i	5	i	i	-5	0
COCCN(C(=O)COC(=O)/C=C/c1ccc2c(c1)OCO2)c1c(N)n(Cc2ccccc2)c(=O)[nH]c1=O
 : i	-1	i	.	i	i	-1	i	i	-6	0
CS(=O)(=O)c1ccc(NCCc2ccccn2)c([N+](=O)[O-])c1
 : i	2	i	0	i	i	-1	i	i	-7	0
Cc1[nH]c2ccccc2c1C(=O)CN1C(=O)NC(C)(c2ccc(Cl)cc2Cl)C1=O (stereo unspecified)
 : i	.	i	0	i	i	7	i	i	-5	-2
CCOc1ccc(OCC)c(NC(=O)C2CCN(S(=O)(=O)c3c(C)noc3C)CC2)c1
 : i	1	i	0	i	i	1	i	i	-5	-2
CC(=O)Nc1c(C)ccc(CNC(=O)COc2cc(C)ccc2C)c1C
 : i	-2	i	-2	i	i	-3	i	i	-9	-3
Cc1ccc2c(c1)CCCN2S(=O)(=O)c1cccc(C(=O)Nc2ccccc2C(=O)O)c1
 : i	-6	i	6	i	i	5	i	i	-27	-3
CCc1c(C)c2c(C)nn(-c3ccccc3)c2[nH]c1=O
 : i	2	i	0	i	i	-5	i	i	-3	-2
COc1ccc(C)cc1NS(=O)(=O)c1ccc(NC(=O)CN(c2cc([N+](=O)[O-])ccc2C)S(C)(=O)=O)cc1
 : i	-13	i	-5	i	i	13	i	i	-3	3
CC1=C/C(=C\C=C(C#N)C#N)N(C)c2ccccc21
 : i	-1	i	-2	i	i	1	i	i	-9	0
Cc1cc2cc3c(cc2nc1SCC(=O)O)OCCO3
 : i	.	i	0	i	i	3	i	i	-8	0
C=C(C)c1ccccc1NC(=O)CCN1C(=O)c2ccccc2S1(=O)=O
 : i	0	i	0	i	i	0	i	i	-6	6

# Profiles as entered above:
# CC(=O)Nc1c(C)ccc(CNC(=O)COc2cc(C)ccc2C)c1C in the list: PolyA inhibitor: i; Dyrk1A ADPGlo: -2; RGS4 act: i; GSK3B inh: -2; KCNQ1 block: i; KCNQ1 act: i; HDAC3 inhib: -3; KCNK9 block: i; KCNK3 block: i; hERG rescue: -9; GSK3A inh: -3
# Cc1cc(C)c(NC(=O)CCn2nnc3ccccc32)c(C)c1 in the list: PolyA inhibitor: i; Dyrk1A ADPGlo: 1; RGS4 act: i; GSK3B inh: 0; KCNQ1 block: i; KCNQ1 act: i; HDAC3 inhib: -6; KCNK9 block: i; KCNK3 block: i; hERG rescue: -11; GSK3A inh: 0
